Screening results (PubChem BioAssay)
CHOP inhibitor = inhibitors of CHOP promoter induction, primary screen, cell-based, unfolded protein response, luciferase reporter; CHO-K1 CHOP-promoter luciferase, tunicamycin-induced, 15-18 h; inhibition, % at 10 µM; actives 3.8% (n = 220,000); AID 2732, 2010;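 active = compounds that reduced the stress-induced luciferase reporter signal by more than about 70% of percent inhibition, limit read from the data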;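 note: 0% = tunicamycin plus vehicle and 100% = wells without tunicamycin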
EBV gp42 inh = Epstein-Barr virus gp42 inhibitors, primary screen, biochemical, uHTS, fluorescence polarization; Glycoprotein 42 (Epstein-Barr virus (strain AG876)), Q1HVG2; Fluorescence polarization binding assay, mP read-out; inhibition, % (tested at 21.74 µM); actives 0.42% (n = 220,000); AID 1085, 2008; in the data active = inhibition above about 50%
Target sequence (Q1HVG2 whole entry, looked up): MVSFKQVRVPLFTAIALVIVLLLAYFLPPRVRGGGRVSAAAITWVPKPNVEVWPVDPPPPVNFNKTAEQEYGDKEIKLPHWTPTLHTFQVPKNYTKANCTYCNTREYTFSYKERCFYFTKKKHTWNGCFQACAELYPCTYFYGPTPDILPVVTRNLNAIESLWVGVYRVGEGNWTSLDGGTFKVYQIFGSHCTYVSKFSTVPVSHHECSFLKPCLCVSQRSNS
TRPN1 ag = zebrafish TRPN1 channel agonists, primary screen, cell-based, HEK293, calcium fluorescence; activation, % at 3 µM; HEK293 zebrafish TRPN1-YFP, Fluo-8 calcium fluorescence; 100% = response to 87 µM carbachol; transient receptor potential cation channel N1 (TRPN1/NompC), Danio rerio; actives 0.18% (n = 220,000);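 active = activation above its plate's cutoff, the mean activation of test wells on that plate plus 3 SD, cut at about 19% in these data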;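 note: 0% = DMSO alone and 100% = 87 µM carbachol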
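Material: zebrafish TRPN1-YFP in HEK293 cells; Doses: single test compound dose, 3 µM nominal, 0.3% DMSO; Timing: dye loading 1 h at 37 °C, then 30 min room temperature; Technique: intracellular calcium fluorescence with Fluo-8; Benchmarks: high carbachol 87 µM, low DMSO alone.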
PPC-1+TRAIL kill = compounds killing PPC-1 cancer cells with TRAIL present, primary screen, TRAIL potentiator project, ATPLite luminescence, uHTS; PPC-1 cells + TRAIL, ATPLite viability luminescence; cell killing (% activity), % at 4 µM; actives 0.41% (n = 220,000); AID 1443, 2008;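 active = cell killing above 50% in the first pass at 4 µM, then a duplicate retest at 5 µM averaging 50% or more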;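 note: plate controls were cells with TRAIL plus DMSO for no effect and medium-only wells lacking cells for full effect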
Runt-SMMHC FRET = inhibitors of RUNX1 Runt–CBFb-SMMHC binding, primary screen, biochemical, FRET, Cerulean-Runt, Venus-CBFb-SMMHC, uHTS. Runt-related transcription factor 1 (Homo sapiens) + Core-binding factor subunit beta …. Cerulean-Runt/Venus-CBFb-SMMHC FRET ratio 530/480, 1 h. inhibition, % at 20 µM. actives 0.74% (n = 220,000). AID 1434, 2008;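 active = mean inhibition across duplicate retests at 20 µM reaching about 50%, limit read from the data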;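 note: 0% = DMSO wells and 100% = wells with excess untagged CBFb-SMMHC; inhibitors lower the FRET ratio by blocking Runt binding to CBFb-SMMHC; some results filed as inactive read as strong as hits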
NCF1 inh = p47phox/p22phox peptide binding inhibitors, primary screen, biochemical, uHTS, NADPH oxidase regulatory subunit; Neutrophil cytosol factor 1 (Homo sapiens), P14598; fluorescence polarization, 2 h; inhibition, % at 24.7 µM; actives 0.53% (n = 220,000); AID 1274, 2008;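 active = inhibition above about 30%, limit read from the data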;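 note: 0% = p47phox with labelled peptide and 100% = labelled peptide alone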
Target sequence (P14598 whole entry, looked up): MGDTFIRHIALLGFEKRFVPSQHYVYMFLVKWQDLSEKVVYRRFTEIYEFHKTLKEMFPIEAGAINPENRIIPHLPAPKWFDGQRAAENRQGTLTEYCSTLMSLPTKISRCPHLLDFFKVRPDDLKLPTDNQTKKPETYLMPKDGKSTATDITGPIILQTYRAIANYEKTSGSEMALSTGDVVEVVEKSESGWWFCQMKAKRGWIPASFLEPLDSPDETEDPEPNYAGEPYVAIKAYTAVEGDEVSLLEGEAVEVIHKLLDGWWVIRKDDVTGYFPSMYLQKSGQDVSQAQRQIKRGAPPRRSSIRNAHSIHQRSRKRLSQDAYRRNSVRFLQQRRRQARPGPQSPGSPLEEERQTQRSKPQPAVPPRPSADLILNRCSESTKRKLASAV
TRPML3 ag = human TRPML3 channel agonists, primary screen, cell-based, HEK293 TRPML3-YFP, Fluo-8 calcium fluorescence, 3 µM. activation, % at 3 µM. 100% = the carbachol control signal. actives 0.29% (n = 220,000). Mucolipin-3 (Homo sapiens), Q8TDD5;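 active = activation above its plate's cutoff, the mean activation of the plate's test wells plus 3 SD, cut at about 12% in these data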;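 note: 0% = DMSO only wells and 100% = carbachol wells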
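Test system – HEK293 line with stable expression of human TRPML3-YFP channel · Control set – carbachol 87 µM final as high control (100%), DMSO as low control (0%) · Signal – Fluo-8 calcium dye fluorescence, ex 470-495, em 515-575 nm · Incubation – 1-h 37 °C dye load, 5-s basal, 120-s post-compound reads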
Mdm2 ligase inh = MDM2-luciferase reporter signal enhancers, primary screen, MDM2 E3 ligase inhibitor project, cell-based, luminescence, 1536-well; E3 ubiquitin-protein ligase Mdm2 (Homo sapiens), Q00987; cell-based MDM2 ubiquitination luciferase reporter, 2 h; 0 = plate control, 100 = twice control, blank-subtracted; signal enhancement, % at 5 µM; actives 0.11% (n = 210,000);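 active = signal enhancement of 30% or more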;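 note: luminescence tracks abundance of the self-degrading MDM2-luciferase fusion protein; higher signal means inhibition of MDM2 E3 ligase activity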
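Material: stable MDM2–luciferase fusion reporter cells / Quantity: 2000 cells/well / Dosing: single 5 µM compound dose, 0.2% final DMSO / Buffer or medium: DMEM / Schedule: 4 h cell settling then 2 h compound exposure, 37 °C / Detection: luminescence with SteadyLite reagent, 15 min at room temperature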
TNF necrop inh = inhibitors of TNF-alpha triggered necroptosis, primary screen, cell-based, Jurkat FADD-/-, single concentration. Jurkat FADD-/- TNF necroptosis rescue, ATP luminescence, 24 h; 0 = TNF only, 100 = no-TNF cells. activation (protection from cell death), % at 10 µM. actives 0.068% (n = 220,000);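 active = activation, meaning protection from cell death, of at least 50% relative to plate controls; inactive = activation below 50%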;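 note: necroptosis triggered by 40 ng/mL TNF-alpha added together with compound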
* = called active by the depositor; . = not tested or not shown.

Compound,CHOP inhibitor,EBV gp42 inh,TRPN1 ag,PPC-1+TRAIL kill,Runt-SMMHC FRET,NCF1 inh,TRPML3 ag,Mdm2 ligase inh,TNF necrop inh
COC(=O)CN1CC(=O)N(c2ccccc2)C1=S,7,-3,-1.8,23,0,9,0.7,-12,-0.9
CCOC(=O)c1c(CSc2nc(C)cc(C)c2C#N)n(C)c2cc(Br)c(OC(C)=O)cc12,1,-9,-0.2,22,-4,-12,0.7,-4,1.3
Cn1cnnc1SCC(=O)n1c2ccccc2c2ccccc21,-4,-23,-1.5,4,-2,2,-1.0,-20,-0.8
CCOc1ccc(CC(=O)OCn2nnc3ccccc3c2=O)cc1,4,-1,0.1,23,-2,-10,0.4,-1,2.1
CCOC(=O)C1=C(C)N=c2s/c(=C3/C(=O)Nc4ccccc43)c(=O)n2C1c1ccc(C)cc1 (configuration not stated),47,-8,-0.2,28,-6,-6,0.3,-8,-4.8
COC(=O)c1c(C)noc1-c1cc(C)on1,6,7,-1.0,10,-7,-6,1.0,.,0.2
CS(=O)(=O)CCC(C(=O)N1CCOCC1)N1C(=O)c2cc(Cl)c(Cl)cc2C1=O (configuration not stated),-3,-4,0.0,9,-20,7,0.0,-17,0.0
CCOC(=O)c1c(C)[nH]c(C(=O)COC(=O)C23CC4CC(CC(Cl)(C4)C2)C3)c1C,22,9,0.3,5,2,-18,1.1,-13,4.1
O=C(Nc1cnn(Cc2ccc(F)cc2)c1)c1cnccn1,21,7,0.4,18,-1,-5,-0.1,-33,-1.5
COc1ccccc1NC(=O)N1CCC(c2nnc(SCC(N)=O)n2C)CC1,1,-4,-1.2,11,-5,-8,-0.1,-15,-1.3
CC(C)Nc1nc2n(c(=O)n1)CCN2C(C)C,34,-8,0.9,48,1,-2,-0.3,-2,-0.8
N#Cc1c(NC(=O)c2cc(-n3cnnc3)ccc2Cl)sc2c1CCCC2,16,-9,0.7,23,4,-3,0.3,-11,-2.9
O=C(O)CCC(=O)NNc1nc2ccccc2nc1-c1ccccc1,17,-4,1.4,6,-2,3,0.3,-11,1.2
Cc1cc(Br)c(S(=O)(=O)n2nnc3ccccc32)cc1C,-5,-11,-0.6,1,-7,3,0.2,13,-0.3
Cc1ccc(S(=O)(=O)C2(C(=O)N(C)C3CCCCC3)CC2)cc1,41,-9,-0.4,29,2,-8,-0.1,9,-1.1
Cc1ccc(C(=O)NCCc2cc3ccc(C)c(C)c3[nH]c2=O)cc1[N+](=O)[O-],55,-9,-1.9,10,-1,-9,0.6,16,1.1
CC(C)NC(=O)c1ccc(N2CCOCC2)nc1,24,-2,-0.6,-18,-1,0,0.7,-26,0.1
CCc1ccc(OCC(=O)N2c3ccccc3CCc3ccccc32)cc1,51,5,0.9,-21,3,-7,-1.2,3,-0.1
O=S1(=O)CCN(Cc2ccc(Cl)cc2)CC1,29,-28,0.2,12,-9,-3,0.1,-19,-1.6
O=C(CCNC(=O)c1ccccc1Cl)NCC12CC3CC(CC(C3)C1)C2,-3,-20,0.4,5,-4,1,0.7,-4,-1.1
CCCCNC(=O)C1(NC(=O)Nc2ccc(C)cc2)CCCCC1,14,-5,1.0,20,-6,-3,0.1,3,0.6
Cc1ccc(S(=O)(=O)NC(=O)Nc2ncc3c(n2)CC(c2ccco2)CC3=O)cc1 (configuration not stated),-6,-10,-0.4,4,4,-5,0.6,-8,1.6
CCOC(=O)COc1cnc2ccccc2n1,9,6,0.9,-36,2,-10,0.1,-12,-0.4
Cn1c(C(=O)NCC2CCCO2)cc2oc3ccccc3c21 (configuration not stated),8,-4,2.9,4,2,-4,1.0,-15,4.8
CCc1nc(Nc2ccc(OC)c(OC)c2)c2nnn(Cc3ccccc3Cl)c2n1,91*,6,-0.6,-6,2,-21,0.5,-22,-13
Cc1ccc(/C=C/C(=O)Nc2nn[nH]n2)o1,-19,-5,-0.1,19,6,15,0.6,3,2.3
c1ccc2nc(-c3nc4ccccc4o3)ccc2c1,71*,-14,-0.4,23,1,-10,0.7,-8,-8.2
CC(C)CSc1ccc(S(=O)(=O)NCC(=O)O)cc1[N+](=O)[O-],-28,-4,1.8,12,-1,-4,0.2,-39,0.5
Cc1cc(=O)nc2c3ccccc3n(CC(=O)Nc3ccccc3Br)n12,11,-17,-0.3,8,-2,-12,0.2,-13,1.8
CC(=O)c1cnc2cc(C)nn2c1C,12,-4,1.2,4,-1,-2,0.0,-11,-0.3

Additional entries follow.
Compound,CHOP inhibitor,EBV gp42 inh,TRPN1 ag,PPC-1+TRAIL kill,Runt-SMMHC FRET,NCF1 inh,TRPML3 ag,Mdm2 ligase inh,TNF necrop inh
COC(=O)c1cc2sccc2n1CC(=O)Nc1ccc(OC)c(OC)c1OC,5,-14,-0.5,20,-2,-18,-0.4,1,0.6
Cc1cccc(OCCCC(=O)NCC(=O)Nc2cccc(C)c2C)c1,11,-1,-0.9,6,-3,18,-0.3,-4,1.1
O=C(c1cc2nc(-c3ccc(F)cc3)cc(C(F)(F)F)n2n1)N1CCCC1,43,-10,1.6,-14,4,-23,0.2,-10,-0.9
CCN1CCN(c2ccc(NC(=O)c3cccc(OCc4ccccc4)c3)cc2)CC1,6,4,0.7,23,2,-6,1.0,-15,3.7
CC(C)NC(=O)COC(=O)c1cccc(NS(=O)(=O)/C=C/c2ccccc2)c1,2,-9,-0.6,19,-36,-3,0.2,-10,0.8
O=C(N/N=C/C=C/c1ccc(Br)cc1)C(O)c1ccccc1 (configuration not stated),4,-7,-0.8,9,3,5,0.4,-10,2.9
COc1ccc(NC(=O)Cn2c(CCC(=O)O)ccc2-c2ccc(C)cc2)cc1,12,-6,0.1,31,0,-12,0.2,10,1.4
O=C(Nc1ccc(-c2nnn(CC(=O)N3CCN(C(=O)c4ccco4)CC3)n2)cc1)c1ccc(F)cc1,1,7,1.4,6,-2,1,0.8,-8,1.5
CC1CN(CC(O)COc2ccc(C(C)C)cc2)CC(C)O1 (configuration not stated),2,-8,-0.4,5,-3,-8,0.9,-7,0.9
C=CCc1cc(OC)ccc1OCCOCCN1CCc2ccccc2C1,42,-7,-1.4,7,1,9,0.5,-11,1.8
CCOc1ccccc1NC(=O)C(CC(C)C)NC(=O)C1CCCCC1 (configuration not stated),0,-12,-0.2,10,0,-8,-0.4,2,-1.0
CCN(CC)S(=O)(=O)c1ccc2c(c1)nc(CCC(=O)OCC(=O)Nc1cc(Cl)cc(Cl)c1)n2C,1,-7,-0.3,-6,-2,-19,0.1,-8,1.1
Cc1ccc(NC(=O)/C(=C\c2ccccc2)NC(=O)/C=C/c2ccccc2)cc1,31,-13,-0.6,14,-9,-1,-0.4,-3,-11
O=c1[nH]n(CC2COC3(CCCCC3)O2)c(=O)c2ccccc12 (configuration not stated),12,-10,0.1,6,-4,-12,0.2,-22,-1.4
O=C(c1cccn(Cc2ccc(C(F)(F)F)cc2)c1=O)N1CCOCC1,17,10,0.5,8,1,-7,0.9,-7,0.1
N#CCn1nnc(-c2ccc3c(c2)OCO3)n1,-9,-9,0.0,9,-5,-9,0.1,-13,0.6
CCOC(=O)c1c(NC(=O)CSc2ncnc3ccccc23)sc(C)c1C,18,-26,-0.9,17,-16,17,0.5,-5,1.1
COc1ccc(CNC(=O)C2=CCN(S(=O)(=O)c3ccc(C)cc3)CC2)cc1,1,-9,0.8,-5,2,-9,0.1,1,4.5
CCC1=C(OC(=O)N(CC)CC)N2C(=O)OC(=NCCOC)[C@]2(Cc2ccccc2)[C@H]2C1=CC[C@H]1C(=O)N(CC)C(=O)[C@H]12,-5,-14,.,13,0,-9,.,24,-0.1
COc1ccc(C(=O)Oc2c(C)occc2=O)cc1OC,-1,-19,1.1,40,-1,-14,0.7,-8,0.1
OC1(c2ccccc2)C/C(=N\n2cnnc2)C=C1c1ccccc1 (configuration not stated),1,-21,-1.1,-10,1,-5,-0.1,-2,-2.8
Cc1ccc(NC(=O)c2c(F)cccc2Cl)cc1NS(C)(=O)=O,3,11,1.0,17,-1,5,0.0,-11,-0.9
CCOc1ccc(C(=S)N2CCN(C)CC2)cc1,12,-1,-0.1,3,24,-8,0.7,-10,0.6
Cc1cc2ccc(C)c(C)c2nc1SCC#N,46,-28,-0.1,-9,2,-1,-0.4,-11,0.0
CC(C)C(=O)N1CCN(c2ccccc2NC(=O)c2ccc(C#N)cc2F)CC1,14,-22,0.1,20,-1,0,-0.1,-20,-0.8
COCCNC(=O)CN(CCc1ccccc1)S(=O)(=O)c1ccc(OC)cc1,-10,-5,0.5,2,1,-6,0.0,-4,0.7
CN(C)c1c([N+](=O)[O-])ncn1C,3,-20,0.3,0,2,-1,0.5,-13,0.0
Cn1c(SCC(=O)NC(C)(C)C)nc(O)cc1=O,2,-16,0.6,-3,1,-7,0.7,-7,0.3
COC(=O)c1c(/N=C/NOCc2ccc(Cl)cc2)sc2c1CCN(c1ncc(C(F)(F)F)cc1Cl)C2,-25,-23,-0.8,-5,1,-29,0.2,-25,0.1
Cc1ccc(S(=O)(=O)N2CCOCC2)cc1NC(=O)COC(=O)Cc1ccsc1,-21,-3,0.9,9,0,-2,-0.6,-13,1.0

(cont.)
Compound,CHOP inhibitor,EBV gp42 inh,TRPN1 ag,PPC-1+TRAIL kill,Runt-SMMHC FRET,NCF1 inh,TRPML3 ag,Mdm2 ligase inh,TNF necrop inh
O=C(NN=C1CCC(c2ccccc2)CC1)c1cc2c(s1)CCCC2 (configuration not stated),38,2,-0.6,17,3,0,1.1,-6,1.9
CCCCN(C)C(=O)CCCc1c[nH]c2ccccc12,-7,-9,-0.9,15,3,-3,0.9,.,2.8
N=c1ncn(CC(O)CN2CCOCC2)c2nc(N3CCOCC3)[nH]c12 (configuration not stated),3,-5,1.4,20,2,-22,0.1,1,0.6
O=C(Cn1nc(-c2ccccc2)ccc1=O)Nc1ccc(-n2cnnn2)cc1,-19,-16,0.8,10,-5,-7,-0.3,.,2.3

Outcome played no part in choosing rows, and some 5.9% of all compounds hit somewhere here.
